STK33 kin inh – inhibitors of human STK33 kinase; 27,000 tested, 0.44% active; inhibition, % at 12.5 µM; AID 2322; ADP-Glo luminescence, MBP substrate; Q9BYT3; in the data active means inhibition above about 20%; inconclusive means no clear call, values can overlap the other calls
Target sequence (Q9BYT3 whole entry, looked up): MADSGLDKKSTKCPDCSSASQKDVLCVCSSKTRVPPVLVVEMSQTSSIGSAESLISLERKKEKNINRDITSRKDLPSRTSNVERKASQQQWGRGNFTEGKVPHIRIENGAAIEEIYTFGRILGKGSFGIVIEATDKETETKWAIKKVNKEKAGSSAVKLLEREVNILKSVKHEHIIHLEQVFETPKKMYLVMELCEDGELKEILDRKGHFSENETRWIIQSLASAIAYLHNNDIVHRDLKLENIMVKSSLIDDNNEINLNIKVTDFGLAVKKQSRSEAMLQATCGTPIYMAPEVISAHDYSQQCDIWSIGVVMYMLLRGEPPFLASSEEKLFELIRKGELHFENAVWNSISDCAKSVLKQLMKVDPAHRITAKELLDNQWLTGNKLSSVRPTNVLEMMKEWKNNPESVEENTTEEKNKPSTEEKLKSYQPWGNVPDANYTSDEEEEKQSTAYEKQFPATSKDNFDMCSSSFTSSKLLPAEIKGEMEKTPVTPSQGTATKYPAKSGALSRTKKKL
p53 PUMA act – mutant p53 pathway reactivation; SW480 PUMA-promoter luciferase; activation, % at 9.98 µM; AID 624151; 28,000 tested, 1.5% active; in the data active means activation above about 52%; inconclusive means no clear call, values can overlap the other calls
* hit, by the source's call; ? = inconclusive; . = not tested or not shown. Not all compounds are listed; rates above refer to the full screens.

SMILES | STK33 kin inh | p53 PUMA act
C=C[C@](C)(CC[C@@]1(C)[C@H](C)C[C@H](O[C@@H]2O[C@@H](C)[C@H](O[C@@H]3O[C@H](COC(C)=O)[C@@H](O)[C@H](O)[C@H]3O)[C@@H](O)[C@H]2O)[C@@]2(C)C(C)=CCC[C@H]12)O[C@@H]1O[C@H](C)[C@H](O[C@@H]2O[C@@H](C)[C@H](O)[C@@H](O)[C@H]2O)[C@H](O)[C@H]1O | . | 2.0
O=C(O)/C=C/C=C/c1ccccc1 | 2.1 | .
COc1cc(C)c(C(C)C)cc1S(=O)(=O)NC1CC(C)(C)NC(C)(C)C1 | 0.1 | -12.8
COc1ccc(OC)c(NC(=O)c2c(NC(=O)CN3CCOCC3)sc3c2CCC3)c1 | 9.3 | 1.6
C[C@@H](O)C#Cc1cnc2c(c1)C(=O)N([C@@H](C)CO)C[C@H](C)[C@H](CN(C)Cc1cccc(F)c1)O2 | . | -1.3
CC(=O)Nc1sc2c(c1C(=O)O)CCc1ccccc1-2 | . | 6.4
C[C@@H]1CN([C@@H](C)CO)C(=O)c2cc(NS(=O)(=O)c3cn(C)cn3)ccc2O[C@H]1CN(C)Cc1ccc(C(F)(F)F)cc1 | -0.7 | .
O=C(O)CCSc1nc2ccccc2s1 | -0.3 | -63.3
C[C@H]1CN([C@@H](C)CO)C(=O)CCCn2cc(nn2)CO[C@@H]1CN(C)Cc1cccc(C(=O)O)c1 | -4.4 | .
CNC[C@@H]1Oc2ccc(NC(=O)Nc3c(C)noc3C)cc2CC(=O)N([C@H](C)CO)C[C@@H]1C | 1.4 | 4.2
C[C@@H]1CCCCO[C@H](CN(C)Cc2ccc3c(c2)OCO3)[C@@H](C)CN([C@H](C)CO)C(=O)c2cc(NC(=O)C3CCCCC3)ccc2O1 | -5.7 | .
C[C@H](CO)N1C[C@H](C)[C@H](CN(C)Cc2ccc3c(c2)OCO3)Oc2c(NS(C)(=O)=O)cccc2C1=O | . | 0.6
COc1c(C(=O)O)ccc2c1CCC(C)(C)O2 | -2.1 | 21.0
COc1cc2nc(N3CCN(C(=O)C4CCCO4)CC3)nc(N)c2cc1OC (configuration not stated) | 4.4 | 8.0
O=C(CSc1nnc(-c2ccco2)n1-c1ccccc1)c1ccc(F)cc1 | -0.3 | -7.4
C[C@H](CO)N1C[C@H](C)[C@H](CN(C)S(=O)(=O)c2cn(C)cn2)Oc2ncc(C#Cc3ccccc3)cc2C1=O | -7.1 | 3.5
C[C@H]1CN([C@@H](C)CO)C(=O)Cc2cc(NC(=O)CCN3CCOCC3)ccc2O[C@H]1CN(C)C(=O)Nc1ccc2c(c1)OCO2 | -2.0 | 8.4
CC/C=C\C/C=C\C/C=C\CCCCCCCCCC(=O)O | . | -1.0
CCN(CC)S(=O)(=O)c1ccc(Cl)c(C(=O)Oc2ccc(C)c(C)c2)c1 | -0.7 | .
CCn1c2ccccc2c2cc(NC(=O)CN(C)S(=O)(=O)c3ccc(Cl)cc3)ccc21 | -2.3 | -18.4

The last five entries of the part before open the next one:
SMILES | STK33 kin inh | p53 PUMA act
C[C@H](CO)N1C[C@H](C)[C@H](CN(C)S(=O)(=O)c2cn(C)cn2)Oc2ncc(C#Cc3ccccc3)cc2C1=O | -7.1 | 3.5
C[C@H]1CN([C@@H](C)CO)C(=O)Cc2cc(NC(=O)CCN3CCOCC3)ccc2O[C@H]1CN(C)C(=O)Nc1ccc2c(c1)OCO2 | -2.0 | 8.4
CC/C=C\C/C=C\C/C=C\CCCCCCCCCC(=O)O | . | -1.0
CCN(CC)S(=O)(=O)c1ccc(Cl)c(C(=O)Oc2ccc(C)c(C)c2)c1 | -0.7 | .
CCn1c2ccccc2c2cc(NC(=O)CN(C)S(=O)(=O)c3ccc(Cl)cc3)ccc21 | -2.3 | -18.4
COc1cccc(-c2cnc3c(c2)C(=O)N([C@H](C)CO)C[C@H](C)[C@H](CN(C)S(C)(=O)=O)O3)c1 | 1.1 | .
COc1ccc(NC(=O)Nc2ccc3c(c2)C(=O)N([C@H](C)CO)C[C@H](C)[C@H](CN(C)CC2CCCCC2)OCCCC[C@@H](C)O3)cc1 | 4.3 | .
CCCC(O)C#Cc1cnc2c(c1)C(=O)N([C@H](C)CO)C[C@H](C)[C@H](CN(C)C(=O)NC(C)C)O2 (some centres not stated) | 0.0 | 7.6
Cc1noc(C)c1NC(=O)N(C)C[C@H]1Oc2cc(C#CCC(C)C)ccc2S(=O)(=O)N([C@@H](C)CO)C[C@H]1C | . | -2.5
C[C@H]1CCCCO[C@@H](CN(C)C)[C@@H](C)CN([C@@H](C)CO)C(=O)c2cc(NC(=O)Cc3ccccc3)ccc2O1 | . | 4.3
O=C(CCN1C(=O)C2C3C=CC(C4CC34)C2C1=O)Oc1ccccc1 (configuration not stated) | 0.8 | -12.6
Cc1ccc(NC(=O)COc2ccc(Br)cc2C)c([N+](=O)[O-])c1 | 3.9 | 45.3
Cc1ccc(C)c(NC(=O)c2ccc(OCC(=O)Nc3ccccc3C)cc2)c1 | -4.8 | 9.1
COc1ccc(S(=O)(=O)N(C)C[C@H]2Oc3c(NC(=O)Nc4c(C)noc4C)cccc3C(=O)N([C@@H](C)CO)C[C@H]2C)cc1 | . | 0.4
CN(C)CCCNC(=O)[C@@]1(c2ccc([N+](=O)[O-])cc2)CC(=O)N(C2CCCCC2)[C@@H]1c1ccc(CO)cc1I | -1.3 | .
O=c1c(C(F)(F)F)cccn1Cc1ccccc1 | -1.4 | .
Cc1ccc(C(=O)CSc2nnc(-c3ccccc3)n2-c2ccccc2)o1 | 1.4 | -6.6
O=C(NCCN1CCOCC1)c1cccc(S(=O)(=O)N2CCCC2)c1 | 3.6 | -1.8
COc1ccccc1C(=O)Nc1c(C)[nH]c(=O)[nH]c1=O | -1.5 | 2.4
Cc1cc2nc(-c3ccc(Cl)c(NC(=O)COc4ccccc4)c3)oc2cc1C | -3.6 | 41.3
COC(=O)c1c(NC(=O)C2CC(=O)NN2Cc2ccccc2)sc2c1CCC(C)C2 (configuration not stated) | 6.5 | 11.6
COc1ccc([Si](C)(C)[C@@H]2[C@@H](CCO)O[C@]3(C(=O)N(Cc4ccccc4)c4ccc(N5CCOC5=O)cc43)[C@H]2C)cc1 | 9.9 | .
C[C@@H]1CN([C@@H](C)CO)C(=O)c2cccc(NC(=O)C3CCOCC3)c2O[C@H]1CN(C)Cc1ccccc1 | . | -1.6
Cc1cc(C(=O)CSc2nnc3ccccn23)c(C)n1Cc1ccccc1 | 0.9 | -76.6
COc1cc(SC)ccc1C(=O)NC1CC1 | 3.9 | .

Retrieved by structure from the list above (3):
SMILES | STK33 kin inh | p53 PUMA act
CCCC(O)C#Cc1cnc2c(c1)C(=O)N([C@H](C)CO)C[C@H](C)[C@H](CN(C)C(=O)NC(C)C)O2 (some centres not stated) | 0.0 | 7.6
Cc1ccc(NC(=O)COc2ccc(Br)cc2C)c([N+](=O)[O-])c1 | 3.9 | 45.3
C[C@H]1CCCCO[C@@H](CN(C)C)[C@@H](C)CN([C@@H](C)CO)C(=O)c2cc(NC(=O)Cc3ccccc3)ccc2O1 | . | 4.3

Next part.
SMILES | STK33 kin inh | p53 PUMA act
C[C@@H]1CN([C@@H](C)CO)C(=O)CCCn2cc(nn2)CO[C@H]1CN(C)C(=O)Nc1ccccc1 | -4.1 | .
Cc1noc(C)c1S(=O)(=O)Nc1ccc2c(c1)C(=O)N([C@H](C)CO)C[C@H](C)[C@H](CN(C)Cc1ccncc1)OCCCC[C@H](C)O2 | . | 1.9
C[C@@H]1CN([C@H](C)CO)C(=O)c2cc(N(C)C)ccc2O[C@@H]1CN(C)Cc1ccncc1 | . | -6.4
COc1ccc(S(=O)(=O)N(C)C[C@H]2Oc3ccc(NC(=O)Cc4cn(C)c5ccccc45)cc3C(=O)N([C@@H](C)CO)C[C@H]2C)cc1 | 0.5 | -9.7
C[C@H]1CCCCO[C@@H](CN(C)S(=O)(=O)c2ccccc2)[C@@H](C)CN([C@@H](C)CO)C(=O)c2cc(NS(C)(=O)=O)ccc2O1 | . | 6.4
C[C@@H]1CN([C@H](C)CO)C(=O)c2cc(NC(=O)Nc3ccc(C(F)(F)F)cc3)ccc2O[C@H]1CN(C)S(=O)(=O)c1ccc(Cl)cc1 | 2.2 | .
C[C@H]1CN([C@@H](C)CO)C(=O)c2cc(NC(=O)NC3CCCCC3)ccc2O[C@H]1CN(C)S(=O)(=O)c1ccccc1 | -0.3 | 0.0
C[C@@H]1CN([C@@H](C)CO)S(=O)(=O)c2ccc(-c3ccccc3)cc2O[C@H]1CN(C)C(=O)Nc1ccccc1F | . | -21.1
C[C@H]1CN([C@@H](C)CO)C(=O)c2cc(NC(=O)Nc3ccc4c(c3)OCO4)ccc2O[C@H]1CN(C)Cc1ccccc1 | 1.2 | .
COc1ccccc1NC(=O)COc1ccccc1C(=O)Nc1ccccc1 | 5.2 | -7.1
Cc1cc(C)nc(SCC(=O)c2ccc3c(c2)OCCO3)n1 | 6.9 | 36.8
C[C@H](CO)N1C[C@H](C)[C@@H](CN(C)CC2CC2)Oc2c(NC(=O)c3nc4ccccc4s3)cccc2C1=O | . | 6.7
COc1ccc(S(=O)(=O)NC2CCN(Cc3cccc(OCCO)c3)CC2)cc1 | 2.2 | .
C[C@@H]1CN([C@H](C)CO)C(=O)Cc2cc(NC(=O)CCN3CCOCC3)ccc2O[C@@H]1CN(C)Cc1ccc(C(F)(F)F)cc1 | -1.0 | .
C[C@@H]1CN([C@H](C)CO)C(=O)Cc2cc(NS(C)(=O)=O)ccc2O[C@H]1CN(C)Cc1ccc(C(=O)O)cc1 | -1.0 | .
C[C@@H]1CN([C@@H](C)CO)C(=O)c2cc(NC(=O)Nc3cccc4ccccc34)ccc2O[C@@H]1CN(C)S(=O)(=O)c1ccc(F)cc1 | 1.5 | .
OCC1OC(OCC2OC(NCCc3ccc(O)cc3)C(O)C(O)C2O)C(O)C(O)C1O (configuration not stated) | -1.2 | -7.5
C[C@H](CO)N1C[C@H](C)[C@H](CN(C)C(=O)Cc2cccnc2)Oc2cc(C3=CCCCC3)ccc2S1(=O)=O | . | -8.7
O=C1CC(NCc2cccnc2)C(=O)N1c1ccccc1 (configuration not stated) | -1.4 | 5.9
Cc1ccc(S(=O)(=O)N(C)C[C@@H]2Oc3cc(Br)ccc3S(=O)(=O)N([C@@H](C)CO)C[C@H]2C)cc1 | . | 3.2
C[C@H]1CN([C@@H](C)CO)S(=O)(=O)c2ccc(-c3cccc(C#N)c3)cc2O[C@@H]1CN(C)C(=O)c1ccncc1 | . | -4.0
Cc1ccc([N+](=O)[O-])cc1S(=O)(=O)NCCc1c(C)[nH]c2ccccc12 | -5.0 | 0.0
Cc1cc(C)c(NC(=O)CSc2nnc(-c3ccc(Br)cc3)o2)c(C)c1 | 1.8 | 0.6
CC(C)NC(=O)N(C)C[C@H]1OCCCC[C@H](C)Oc2ccc(NC(=O)c3ccncc3)cc2C(=O)N([C@@H](C)CO)C[C@H]1C | . | 4.5
COc1ccc(S(=O)(=O)N(C)C[C@@H]2Oc3ccc(NS(=O)(=O)c4ccc(F)cc4)cc3CC(=O)N([C@@H](C)CO)C[C@@H]2C)cc1 | -0.8 | .
CN1CCN(S(=O)(=O)c2ccc(NC(=O)C3CC=CCC3C(=O)O)cc2)CC1 (configuration not stated) | -6.0 | 3.6
CCn1c(SCC(=O)Nc2ccc(F)c(F)c2F)nnc1-c1ccccc1O | -3.3 | 8.9
C[C@@H]1CN([C@@H](C)CO)C(=O)Cc2cc(NS(=O)(=O)c3ccccc3)ccc2O[C@H]1CN(C)Cc1ccc2c(c1)OCO2 | . | -6.3
COc1ccc(CCNc2ccncn2)cc1OC | -2.7 | -4.7
C[C@@H]1CCCCO[C@H](CN(C)C(=O)Nc2cccc3ccccc23)[C@H](C)CN([C@@H](C)CO)C(=O)c2cc(N(C)C)ccc2O1 | . | -10.3
COc1ccc(CN(C)C[C@@H]2Oc3ccc(NC(=O)NC4CCCCC4)cc3C(=O)N([C@@H](C)CO)C[C@@H]2C)cc1 | 0.1 | .
Cc1ccc(N2CC(C(=O)NCc3cccnc3)CC2=O)cc1 (configuration not stated) | -0.6 | -9.3
COc1ccc(CC(=O)Nc2ccc(C(=O)Nc3ccccc3C(=O)O)cc2)cc1OC | 1.0 | 9.0
CC(C)NC(=O)Nc1ccc2c(c1)C(=O)N([C@H](C)CO)C[C@@H](C)[C@@H](CN(C)C)OCCCC[C@H](C)O2 | . | 3.1
COc1ccccc1CC(=O)Nc1ccc2c(c1)C(=O)NC2=O | 4.0 | 12.4
CC(=O)NCCOc1ccc(C2CCCCC2)cc1 | -1.4 | .
CCOC(=O)c1c(C2COc3ccccc3O2)csc1NC(=O)c1ccccc1 (configuration not stated) | -1.2 | 4.1
C[C@H](CO)N1C[C@H](C)[C@H](CN(C)C(=O)Nc2ccc(C(F)(F)F)cc2)Oc2ccc(NC(=O)C3CCCCC3)cc2C1=O | -0.8 | .
CN1CCN(S(=O)(=O)c2ccc(Sc3nc4ccccc4[nH]3)c3nsnc23)CC1 | -1.6 | -4.7
CC(C)NC(=O)N(C)C[C@@H]1OCCCC[C@@H](C)Oc2ccc(NS(=O)(=O)c3ccc(Cl)cc3)cc2C(=O)N([C@H](C)CO)C[C@@H]1C | 4.1 | .
COc1ccc(CNC(=O)C[C@H]2C[C@@H]3c4cc(NC(=O)C5CCC5)ccc4O[C@@H]3[C@@H](CO)O2)cc1 | . | -5.6
O=C(Cc1coc2ccc3ccccc3c12)Nc1cccnc1 | -1.7 | 15.3
CCOC(=O)c1c(NC(=O)C2COc3ccccc3O2)sc2c1CCCC2 (configuration not stated) | -7.1 | -6.6
O=C(COc1ccccc1[N+](=O)[O-])Nc1cccc2ncccc12 | ? | -25.4
COC(=O)c1cc(NC(=O)COc2c(C)cc(C)cc2Cl)cc(C(=O)OC)c1 | -0.2 | 4.7
CSc1nnc(-c2ccc(C(F)(F)F)nc2C)o1 | . | 18.7
Cc1noc(C)c1NC(=O)Nc1cccc2c1O[C@H](CN(C)Cc1ccc(C(=O)O)cc1)[C@@H](C)CN([C@H](C)CO)C2=O | 1.0 | 1.7
COc1ccc(NC(=O)c2ccco2)cc1NC(=S)NC(=O)c1ccc(-c2cccc(Cl)c2)o1 | 5.3 | -36.1
